hiPSC survival: increases survival of single human iPS cells; survival enhancement, % at 20 µM; hiPSC single-cell survival, ATPlite luminescence; 100% = ROCK inhibitor wells, 0% = DMSO; AID 602274; 360,000 tested, 0.044% active; in the data active = survival enhancement above about 18%;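 also: cells exposed to compounds for 16 hours before the ATP read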
HIF-2a block: blocks HIF-2a reporter activity; 786-0 RCC cells HIF-2a reporter, luciferase luminescence, overnight; inhibition, % at 18.8 µM; 360,000 tested, 0.72% active;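 active = inhibition of the luminescence signal of 40% or more relative to plate controls, in a single-dose primary screen at 18.75 µM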
TRPM1 prom inh: reduces MITF-dependent TRPM1 promoter luciferase signal | SK-MEL-5 TRPM1 promoter luciferase, 24 h | 330,000 tested, 0.83% active | inhibition, % at 12.5 µM;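 active = mean inhibition across replicates of 60% or more, whatever share of single replicates reaches that level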; also: values of inactives mirror those of a sister screen read the other way
C8 TRAIL sens: sensitizes caspase-8 expressing cells to TRAIL | NB7+C8 cells + TRAIL, ATPlite viability luminescence | inhibition (viability loss, TRAIL sensitization), % at 10 µM | 360,000 tested, 1% active | AID 624354;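 active = compounds causing at least 50% loss of cell viability in the single-dose screen, relative to plate controls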
CF NFkB block: cystic fibrosis NF-kB activation inhibition; AID 588850; KKLEB NF-kB-GFP reporter, PAF-induced, GFP fluorescence overnight; 360,000 tested, 0.86% active; inhibition, % at 5 µM;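 active = at least 50% inhibition at 5 µM, scaled per plate between neutral and stimulator controls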;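 also: PAF is a Pseudomonas aeruginosa culture filtrate used as stimulus; plate controls were PAF-stimulated DMSO wells for no effect and unstimulated DMSO wells for full effect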
NR2E3 ag-1: activates human NR2E3 receptor; CHO-S Gal4-NCOR/VP16-NR2E3 two-hybrid, luciferase; AID 602229; inhibition of corepressor binding, % at 3.98 µM; Q9Y5X4; 360,000 tested, 0.35% active;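 active = inhibition above the mean of all tested compounds plus 3 SD, cut at about 70% in these data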;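 also: 0% = DMSO with NR2E3 transfected cells and 100% = cells lacking NR2E3 construct; higher means lower luciferase signal from less NR2E3 corepressor binding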
Target sequence (Q9Y5X4 whole entry, looked up, the tested form may be a part): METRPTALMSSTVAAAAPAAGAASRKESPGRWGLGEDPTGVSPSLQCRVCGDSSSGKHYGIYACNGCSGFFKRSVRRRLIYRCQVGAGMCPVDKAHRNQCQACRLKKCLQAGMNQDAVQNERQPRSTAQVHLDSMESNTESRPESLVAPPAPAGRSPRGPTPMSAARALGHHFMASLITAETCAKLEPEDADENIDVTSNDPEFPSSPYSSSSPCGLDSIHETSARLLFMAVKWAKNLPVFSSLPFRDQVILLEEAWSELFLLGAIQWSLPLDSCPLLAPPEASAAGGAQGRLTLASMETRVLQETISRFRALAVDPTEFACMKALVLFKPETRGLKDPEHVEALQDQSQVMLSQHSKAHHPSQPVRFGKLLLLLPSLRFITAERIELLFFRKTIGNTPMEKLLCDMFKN
KKLEB cytotox: reduces viability of KKLEB cystic fibrosis airway cells | KKLEB CF airway cells viability, ATPlite luminescence, overnight; active compounds read low; cells stimulated with P. aeruginosa culture filtrate | activity change (cytotoxicity), % at 5 µM | 360,000 tested, 0.36% active;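 active = corrected activity change at or below -50% at 5 µM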
Shn3 3UTR inh: inhibitors of Schnurri-3 3'UTR reporter in osteoblasts; Clone20 osteoblast Shn3 3'UTR firefly luciferase, 24 h; inhibition, % at 12.5 µM; 360,000 tested, 0.52% active; AID 588674;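 active = mean inhibition of at least 75% with every replicate also reaching 75%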;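 also: 0% = median of neutral control wells and 100% = pilot-screen positive control compound; some compounds past the cut are filed as inactive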
NR2E3 ag-2: agonists of human nuclear receptor NR2E3; Q9Y5X4; GST-NR2E3/biotin-RetCOR TR-FRET, 1536-well; inhibition of corepressor binding, % at 4.78 µM; 320,000 tested, 0.12% active; AID 2300;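 active = percent inhibition above the cutoff of mean plus 3 SD of all tested compounds, set per screening campaign, cut at about 20% in these data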;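 also: 0% = DMSO wells and 100% = biotin wells as full block of FRET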
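system = GST-tagged NR2E3 plus biotinylated RetCOR corepressor | input = 1.35 nM GST-NR2E3 | also added = 7 nM biotin-RetCOR | schedule = 5 h incubation at 4 °C | measured by = TR-FRET with europium anti-GST and streptavidin-D2, 340 nm excitation | read-out = percent loss of FRET ratio relative to control wells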
Peg3 prom inh: inhibitors of Peg3 promoter; inhibition, % at 20 µM; 360,000 tested, 1.7% active; HeLa PEG-Prom luciferase reporter, luminescence, overnight; AID 588405;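 active = inhibition of at least 50% at 20 µM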
EBV LMP1 NFkB: reduces LMP1-driven NF-kappaB luciferase signal | inhibition, % at 12.5 µM | AID 504558 | LMP1-induced NF-kappaB luciferase reporter cells, luminescence | 350,000 tested, 0.69% active; in the data active = inhibition above about 41%;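 also: 0% = neutral control wells and 100% = reference inhibitor control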
Active calls of the source: *; i = inactive; · = no result given. An excerpt, so the mix of outcomes need not match the whole.

SMILES	hiPSC survival	HIF-2a block	TRPM1 prom inh	C8 TRAIL sens	CF NFkB block	NR2E3 ag-1	KKLEB cytotox	Shn3 3UTR inh	NR2E3 ag-2	Peg3 prom inh	EBV LMP1 NFkB
O=C(O)CC1S/C(=N\N=C2\C(=O)Nc3ccccc32)N(c2ccc(O)cc2)C1=O (configuration not stated)	0.0	-0.1	-1.1	0.3	13.0	-60.3	12.3	-4.0	-3.6	12.5	-1.6
CCc1cc(=O)oc2cc(OCC=C(C)C)ccc12	1.5	-158.5	-4.9	-7.9	-2.1	-17.0	0.9	-27.6	2.3	-45.9	-1.8
Cc1ccccc1C(=O)N1CCc2cc(-c3csc(NC(=O)CN4CCCC4)n3)ccc21	-0.5	-78.0	-10.4	17.8	-17.5	-12.3	6.6	6.6	1.3	-77.6	-11.3
COc1ccc(Nc2ccc(N3C(=O)CCCC3=O)cc2[N+](=O)[O-])c(OC)c1	-0.1	30.4	9.8	-3.4	-10.7	-1.8	19.8	6.1	-1.5	11.5	-2.6
Nc1cc(Nc2ccccc2)c2nonc2c1[N+](=O)[O-]	0.6	24.5	-5.7	-2.2	-35.0	-11.6	5.3	-9.8	1.1	24.7	0.7
Cc1ccc(-c2nc(CS(=O)(=O)CC(=O)NCCCN(Cc3ccccc3)C(C)C)c(C)o2)cc1	-0.5	2.2	12.7	12.1	1.5	18.9	6.8	11.9	0.1	4.0	1.2
COc1ccc(CCNCC(O)Cn2c3ccccc3c3ccccc32)cc1OC (configuration not stated)	-5.8	8.6	20.9	-1.1	36.1	-16.1	-39.3	1.5	6.5	110.6*	-2.9
O=C(O)C1C(c2ccccc2)c2ccccc2C(O)C1CO (configuration not stated)	4.4	12.3	2.1	-6.4	-8.8	-18.0	19.1	-9.3	·	7.9	-2.3
CC(C)Oc1ccc(S(=O)(=O)N2CCCCC2)cc1NC(=O)C1CCCC1	0.9	0.8	-2.1	0.8	13.3	22.5	1.9	11.7	1.9	18.8	-1.4
CCC/C=N/NC(=O)c1ccccc1O	-1.6	14.4	2.7	-10.8	18.2	-44.3	-10.5	-2.3	-1.2	8.1	-3.0
Cc1ccc(S(=O)(=O)N(C)C[C@H]2OCc3cn(nn3)CCCC(=O)N([C@H](C)CO)C[C@@H]2C)cc1	-2.1	8.9	·	-3.8	-6.2	4.7	-4.6	-3.4	·	-15.5	-4.2
CCOc1ccc(C(C(=O)NCC2CCCO2)N(CCc2cccc(C)c2)C(=O)c2snc(C(N)=O)c2N)cc1 (configuration not stated)	1.3	10.1	1.5	5.9	12.0	-30.4	2.5	-0.6	·	20.7	0.1
COc1ccc(Nc2cccccc2=O)cc1	-1.9	-79.2	-55.3	0.0	16.7	-49.1	10.5	-11.4	-3.5	-123.2	1.9
NC(=O)c1cc(NC(=O)CCc2nc3ccccc3s2)cc(C(N)=O)c1	-0.9	-17.7	3.5	-4.5	18.2	-12.0	5.6	-17.7	-2.9	-6.2	4.1
CC(C)N(C(=O)CSc1ccc(S(=O)(=O)N2CCCCC2)cn1)C(C)C	0.9	9.4	·	5.6	-2.2	-1.2	6.3	-15.3	-0.6	13.4	-8.5
O=C(COC(=O)/C=C/c1ccc(S(=O)(=O)N2CCc3ccccc32)cc1)NC1CCS(=O)(=O)C1 (configuration not stated)	-0.2	5.6	19.6	-0.7	-12.9	-19.3	5.4	-2.9	1.0	-1.6	0.0
CCCSc1nnc(-c2cnn(-c3ccccc3)c2-n2cccc2)n1C	0.0	3.2	5.4	-15.0	20.7	-13.3	-2.9	-7.3	-0.9	30.6	4.9
NS(=O)(=O)c1ccc(N2N=C(c3ccccc3)CC2c2cccc(F)c2)cc1 (configuration not stated)	6.8	17.7	-0.3	2.3	8.0	-8.1	10.0	26.8	1.5	19.2	10.4
O=C1/C(=C\c2ccc(C(F)(F)F)cc2)CSc2sccc21	-0.3	-68.7	-26.8	-6.7	10.7	-31.0	-2.3	-3.3	3.6	-25.3	-8.4
Cc1ccc(S(=O)(=O)N2CCC(NC(=O)c3cccc(C)c3)CC2)cc1	-0.8	4.5	1.4	10.5	2.1	-41.3	-0.5	22.4	1.4	4.7	2.5
O=C(Cc1cccc2ccccc12)NCCC1=CCCCC1	2.6	10.8	-7.0	-2.5	24.1	-12.8	-6.1	3.9	2.7	22.6	3.3
COc1cc(C2SCC(=O)N2c2nnc(C34CC5CC(CC(C5)C3)C4)s2)cc(OC)c1OC (configuration not stated)	0.5	-6.4	1.7	-10.7	-6.1	-5.8	0.0	-7.6	4.6	2.1	-12.9
O=C(Nc1ccccc1Cl)c1cc(C2CCCCN2S(=O)(=O)c2ccccc2)on1 (configuration not stated)	2.7	-61.8	·	6.5	1.1	-54.6	-3.0	-0.8	·	-46.9	·
Fc1ccc(/C=N/Nc2nc(-c3cccnc3)nc3ccccc23)cc1	-0.8	-162.9	-46.0	50.2*	-30.5	-25.2	-17.5	-27.9	4.7	-59.0	-5.1
CN(C)C(CNC(=O)c1ccc2ccccc2c1)c1ccco1 (configuration not stated)	-0.6	-132.5	-36.6	2.4	-9.7	-38.2	12.9	-23.1	-1.4	-126.9	-20.6
CN(Cc1ccc(Cl)cc1)C(=O)CNC(=O)C12CC3CC(CC(C3)C1)C2	-0.5	13.6	5.1	-7.6	8.5	10.6	-8.7	15.1	0.7	2.3	1.9
c1cc(CNC2C3CC4CC(C3)CC2C4)ccn1 (configuration not stated)	-0.1	16.4	-12.6	-18.1	-14.5	-18.7	16.5	-4.1	1.6	1.2	-7.8
CC(c1nnc(SCC(=O)Nc2cccnc2Cl)n1Cc1ccccc1)N(C)C (configuration not stated)	-4.5	12.3	-7.2	-2.2	6.2	-0.8	10.6	-4.5	3.9	14.2	6.0
CCN1C(=O)[C@H]2[C@H]3CN=C(SC)N3[C@@](CC)(C(=O)OC)[C@H]2C1=O	-1.1	8.2	-1.5	4.7	10.6	2.6	-5.6	4.6	·	-3.0	1.1
O=C(NCc1ccco1)c1cc([N+](=O)[O-])cc([N+](=O)[O-])c1	-1.8	7.1	12.8	-10.8	-5.5	-2.1	4.1	1.8	0.9	-3.4	-3.0
Cc1ccc(C)n1C(CC(=O)O)c1ccc(C#N)cc1 (configuration not stated)	-0.4	11.5	-17.5	-17.9	6.0	-25.6	13.1	-19.0	2.3	-3.3	-3.7
CCOc1cc(/C=N/NC(=O)COc2ccccc2C)ccc1OC(=O)c1cccs1	-0.1	-7.8	11.3	-5.5	-7.9	-1.1	6.3	-9.9	2.5	19.9	-1.9
CCOCCCNC(=O)c1cc(-c2cccnc2)nc2ccc(S(=O)(=O)N3CCC(C)CC3)cc12	0.0	19.9	8.4	-4.4	12.9	-28.2	-5.0	-0.8	-5.8	39.7	-2.1
CC1CCC(N2CCN(c3ccc([N+](=O)[O-])cc3)CC2)CC1 (configuration not stated)	-0.5	-26.1	-5.5	4.6	3.2	0.1	1.2	5.5	4.0	-6.9	-3.3
Cc1c(S(=O)(=O)NCc2ccccc2)c(=O)n(C)c(=O)n1C	-0.4	5.4	-12.4	-7.6	14.0	2.4	2.3	·	2.9	-3.9	-2.0
O=C(COC(=O)c1cccc(S(=O)(=O)NCc2ccccc2)c1)c1ccccc1	-2.2	3.4	0.0	2.6	-0.4	-15.5	6.7	-10.7	-1.1	11.7	-1.1
COc1ccc(CCN2CNc3c(c(=O)n(C)c(=O)n3C)C2)cc1	2.1	14.0	5.8	-7.6	-5.8	6.0	10.1	4.3	2.8	9.0	5.4
COc1ccc(-c2ccc(NS(=O)(=O)c3ccc([N+](=O)[O-])cc3)cc2)nn1	1.3	-1.6	7.0	19.8	-6.0	17.2	-8.1	-10.7	3.4	12.0	-6.5
COc1cc(/C=N/NC(=O)CNC(=O)c2ccncc2)ccc1OC(C)=O	-0.5	5.4	-10.2	2.0	-4.4	0.2	-3.6	-2.5	-3.9	-8.1	2.1
C[C@H]([C@@H](N)C(=O)N[C@@H](C(=O)O)[C@@H]1O[C@H](n2ccc(=O)[nH]c2=O)[C@@H](O)[C@H]1O)[C@@H](O)c1ccc(O)cn1	3.2	0.6	-24.7	8.9	-4.4	-13.6	-1.0	-12.3	0.2	5.4	-0.6
Cc1cc(NC(=O)c2ccccc2)n(C)n1	0.3	-9.8	0.8	8.1	0.5	22.4	-3.7	-25.6	-1.5	-4.9	3.6
Cc1onc(-c2ccccc2)c1C(=O)NC(=S)Nc1sc2c(c1C#N)CCCC2	-1.5	-33.4	7.9	-1.4	2.2	-18.2	-9.1	0.6	7.3	1.4	10.4
COc1cc(C(=O)NCC(=O)N/N=C/c2ccc(-c3cccc([N+](=O)[O-])c3)o2)cc(OC)c1OC	-0.5	-4.0	1.4	9.5	-29.5	24.0	-6.4	-2.7	-2.9	39.9	-0.6
Cn1c(=O)c2c(ncn2CC(=O)NC2CCCCC2)n(C)c1=O	-0.4	10.3	-9.7	-14.8	27.8	11.5	-7.0	3.9	-3.9	12.9	-1.8
COc1cccc2c(=O)n(CC(=O)N3CCCc4ccccc43)ccc12	3.4	8.6	·	-9.2	-5.9	-6.1	-0.9	18.9	-0.3	23.3	-12.4
O=c1oc2ccccc2c(N2CCCC2)c1[N+](=O)[O-]	-0.1	14.7	6.6	7.3	-18.0	-10.5	4.5	-18.1	4.1	13.4	-8.3
Cn1c(CNc2ccc(Br)cc2)nc2ccccc21	-0.3	-230.3	i	29.3	-3.2	-145.9	-2.7	-128.7	-2.1	-300.5	-59.3
CCC(CC)NC(=O)c1cc(OC)c(OC)c(OC)c1	5.3	6.3	-4.0	-9.2	-5.4	5.2	1.7	-6.6	5.2	10.7	6.9
Cc1cc(Br)ccc1NC(=O)c1ccco1	-0.4	-132.6	-25.5	3.5	11.4	-40.2	16.4	-19.3	5.8	-68.6	-4.3

Five entries from above, ordered by heavy-atom count, falling.
SMILES	hiPSC survival	HIF-2a block	TRPM1 prom inh	C8 TRAIL sens	CF NFkB block	NR2E3 ag-1	KKLEB cytotox	Shn3 3UTR inh	NR2E3 ag-2	Peg3 prom inh	EBV LMP1 NFkB
COc1ccc(CCN2CNc3c(c(=O)n(C)c(=O)n3C)C2)cc1	2.1	14.0	5.8	-7.6	-5.8	6.0	10.1	4.3	2.8	9.0	5.4
CC1CCC(N2CCN(c3ccc([N+](=O)[O-])cc3)CC2)CC1 (configuration not stated)	-0.5	-26.1	-5.5	4.6	3.2	0.1	1.2	5.5	4.0	-6.9	-3.3
O=C(NCc1ccco1)c1cc([N+](=O)[O-])cc([N+](=O)[O-])c1	-1.8	7.1	12.8	-10.8	-5.5	-2.1	4.1	1.8	0.9	-3.4	-3.0
Nc1cc(Nc2ccccc2)c2nonc2c1[N+](=O)[O-]	0.6	24.5	-5.7	-2.2	-35.0	-11.6	5.3	-9.8	1.1	24.7	0.7
COc1ccc(Nc2cccccc2=O)cc1	-1.9	-79.2	-55.3	0.0	16.7	-49.1	10.5	-11.4	-3.5	-123.2	1.9

Source: PubChem (several laboratories)
